TDP-43 yeast inh = qHTS of TDP-43 Inhibitors; 410,000 tested, 1.8% active; TDP-43 expressing yeast growth rescue, BacTiter-Glo, 24 h; Potency, µM (highest dose often 46.1 µM), without a hit: top-dose growth rescue (activation), hits mostly activators; AID 652104, 2013; also: potency is read from the fitted curve at half-maximal effect; % of control where 0% means no effect; nearly all actives have a fitted effect of over 50% in size
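Galactose-induced TDP-43 yeast, OD600=0.02, compound pinned; 24 hr, 30 deg C; BacTiter-Glo luminescence for growth. Inhibitors of TDP-43 toxicity read as activators.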
Abeta rescue = qHTS for compounds that reverse cellular toxicity of Amyloid beta (A-beta) peptide in yeast: Primary Screen | Potency, µM (doses to about 46.1 µM), inactives show at the highest dose growth rescue, hits mostly activators | 410,000 tested, 0.063% active | yeast expressing A-beta42, growth rescue, OD600, 48 h; response scale: 0% DMSO, 100% iron-clioquinol control; also: potency is read from the fitted curve at half-maximal effect; nearly all actives have a fitted effect of over 55% in size
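Growth rescue measured by 600 nm absorbance after 48 h yeast culture at 30 C with compound. Values normalized between DMSO and an equimolar ferric chloride plus clioquinol control.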
D3 ag = qHTS of D3 Dopamine Receptor Agonist: qHTS; max activation, %; 410,000 tested, 0.58% active; D3R DiscoveRx beta-arrestin cells, luminescence, 90 min; in the data active = max activation above about 30%; also: 0% is about no effect; mostly tested at two doses, the higher about 12 µM
Target sequence (P35462 whole entry, looked up): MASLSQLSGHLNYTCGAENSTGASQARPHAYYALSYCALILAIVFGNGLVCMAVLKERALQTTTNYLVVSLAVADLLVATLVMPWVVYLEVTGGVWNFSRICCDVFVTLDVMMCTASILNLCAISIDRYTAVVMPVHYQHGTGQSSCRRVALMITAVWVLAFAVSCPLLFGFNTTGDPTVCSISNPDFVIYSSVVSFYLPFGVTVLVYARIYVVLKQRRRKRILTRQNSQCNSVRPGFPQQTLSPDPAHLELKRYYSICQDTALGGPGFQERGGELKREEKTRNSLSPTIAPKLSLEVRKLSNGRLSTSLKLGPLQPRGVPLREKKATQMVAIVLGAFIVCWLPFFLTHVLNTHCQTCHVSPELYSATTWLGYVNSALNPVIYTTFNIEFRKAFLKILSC
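Cells at 1500/well, incubated overnight, then treated with pinned compounds (dopamine as control) for 90 min at 37 degrees C. DiscoveRx reagent added for 30 - 60 minutes at room temperature; luminescence read.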
FUS yeast rescue = qHTS for Suppressors of FUS Proteinopathy: Primary screen using FUS-linked yeast assay; S. cerevisiae FUS-expressing, growth rescue, OD600, 24 h; Potency, µM (series often up to 76.6 µM), for the others: at the top dose growth rescue (activation), actives largely listed as activators; 390,000 tested, 0.24% active;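 also: potency is read from the fitted curve at half-maximal effect; plate controls were DMSO vehicle for no effect and reference control for full effect; nearly all actives have a fitted effect of over 55% in size; some results filed as inactive show a strong effect at the top dose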
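Toxicity suppression screen in FUS-yeast. Cells induced with 2% galactose, starting OD 0.005, treated 24hr at 30C with compounds at multiple final concentrations; growth by OD600.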
DRD3 antagonist = qHTS of D3 Dopamine Receptor Antagonist: qHTS. AID 652054, 2013. D3R cells, DiscoveRx beta-arrestin luminescence, antagonist mode; hits give low values. 360,000 tested, 2.5% active. max response, negative = inhibition, %. D(3) dopamine receptor (Homo sapiens), P35462; in the data active = max response below about -50%; inconclusive = no clear call, values can overlap the other calls; also: % is scaled to controls: 0 for no effect and ±100 for the full control effect; mostly tested at two doses, the higher about 12 µM
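Cells plated overnight at 1500 cells/well, then exposed to library compounds with dopamine controls for 90 minutes at 37 degrees C. DiscoveRx reagent added for 30–60 minutes at room temperature; luminescence read, quantitative HTS format.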
aSyn rescue = qHTS of alpha-syn Inhibitors; 370,000 tested, 0.14% active; AID 652106, 2013; Potency, µM (highest dose often 46.1 µM), for the others: at the highest dose growth rescue (activation), actives largely listed as activators; Yeast expressing alpha-synuclein, growth rescue, BacTiter-Glo, 24 h; also: potency is read from the fitted curve at half-maximal effect; % of control where 0% means no effect; nearly all actives have a fitted effect of over 65% in size
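Screening used galactose-induced yeast with toxic alpha-synuclein levels, exposed to compound for 24 hr at 30 deg C. Cell growth, read with BacTiter-Glo luminescence, gave the measured signal.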
EPAC2 ag = qHTS for Agonist of cAMP-regulated guanine nucleotide exchange factor 4 (EPAC2): primary screen. Rap guanine nucleotide exchange factor 4 (Homo sapiens), Q8WZA2. EPAC2 activation, biochemical qHTS; response scale: 100% = 6.5 mM cAMP response. Potency, µM (top dose mostly 154 µM), for the others: at the top dose activation, hits mostly activators. 360,000 tested, 0.079% active. AID 720711, 2013; also: potency is read from the fitted curve at half-maximal effect; nearly all actives have a fitted effect of over 50% in size
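In this primary screen, activation is scored as increased exchange of BODIPY-GDP from Rap1B by 100 nM EPAC2, with 50 uM GDP as competitor. Signal is normalized to the 6.5 mM cAMP agonist control.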
EPAC2 antagonist = qHTS for Antagonist of cAMP-regulated guanine nucleotide exchange factor 2 (EPAC2): primary screen; Rap guanine nucleotide exchange factor 4 (Homo sapiens), Q8WZA2; EPAC2 GEF exchange of Rap1B-BODIPY-GDP, fluorescence; Potency, µM (highest dose often 114 µM), inactives show top-dose activity, negative = inhibition, actives largely listed as inhibitors; 360,000 tested, 0.18% active; AID 720708, 2013; also: potency is read from the fitted curve at half-maximal effect; % is scaled to controls: 0 for no effect and ±100 for the full control effect; nearly all actives have a fitted effect of over 45% in size; many of its hits are not listed in these tables
* hit, by the source's call; ? = inconclusive; . = not tested or not shown; [ ] = another dose, or the depositor's remark. Unless noted, calls follow the shape of the dose curve; as a rule, active = well fitted curve in the direction sought with a large enough effect; inconclusive = small, poorly fitted or top-dose-only effect, or another doubt; inactive = no such curve, though single readings can be large; an effect the other way counts as inactive or inconclusive. Some of the compounds tested. The share of hits here may be higher or lower than overall.

Compound	TDP-43 yeast inh	Abeta rescue	D3 ag	FUS yeast rescue	DRD3 antagonist	aSyn rescue	EPAC2 ag	EPAC2 antagonist
CC(C)CC(=O)Nc1ccccc1N1CCCC1	-18%	-10%	-11	.	-2	-11%	4%	-4%
CC(C)NC(=O)C1(C)CSCC(=O)N1CC(F)(F)F (stereo not given)	11%	-13%	-3	-8%	2	1%	2%	6%
CC(C)NC(=O)Cc1ccc(Br)cc1	1%	6%	-1	-5%	-3	0%	-8%	-8%
O=C(C1CCCO1)N1CCN(C(=S)Nc2cccc(F)c2)CC1 (stereo not given)	11%	2%	-7	.	9	7%	-3%	-4%
O=C1CCC(C(=O)Nc2ccccc2N2CCCC2)=NN1	13%	20%	1	14%	17	0%	1%	-7%
Cc1c(CC(=O)O)c(=O)oc2c(C)c3occ(-c4ccccc4)c3cc12	-33%[inhibitor]	-25%	-13	8%	-11	4%	2%	0%
COc1cccc(CNC(=O)Cn2ncn3nc(-c4cccs4)cc3c2=O)c1OC	16%	-2%	10	-24%	.	.	.	.
C[C@H](NC(=O)C1CCN(S(=O)(=O)c2ccccc2)CC1)C(=O)NCc1ccc(Cl)cc1Cl	-11%	2%	1	19%	5	-1%	12%	0%
Cc1cccc(C)c1NC(=O)CN1C(=O)c2cccc3cccc1c23	28%[9.22 µM]	-11%	-7	-19%	.	.	.	.
O=C(COC(=O)c1ccc(S(=O)(=O)N2CCCC2)cc1)Nc1cccc(Br)c1	7%	-11%	-1	-5%	-1	-1%	18%	-1%
Fc1ccc(Cc2cn3cc(-c4ccc(F)cc4)nc3s2)cc1	?	6%	5	5%	.	.	.	.
COC(=O)/C(=C/Nc1cccc2ccccc12)[N+](=O)[O-]	10%	8%	-5	23%	10	6%	1%	-3%

Compound	TDP-43 yeast inh	Abeta rescue	D3 ag	FUS yeast rescue	DRD3 antagonist	aSyn rescue	EPAC2 ag	EPAC2 antagonist
Cc1cccc(C(=O)Nc2ccc(-c3nc4ccccc4s3)c(C)c2)c1	30%	-14%	6	-18%	.	.	.	.
Cc1cnc(NC(=O)CC2OC(=O)c3ccccc32)s1 (stereo not given)	-24%	19%	-4	34%	0	-4%	10%	10%
O=C(c1ccc(Br)s1)N1CCN(c2ncccn2)CC1	20%	6%	9	7%	22	5%	11%	3%
COc1ccc(-n2cc(C(=O)c3ccccc3O)cn2)cc1	13µM*	-12%	3	12%	6	-5%	20%	-4%
COc1ccccc1C1NC(=O)NC(C)=C1C(=O)OC1CCCC(C)C1 (stereo not given)	10%	15%	5	-19%	17	5%	-5%	-7%
O=C(CNC(=O)c1ccccc1Br)N/N=C/c1cccnc1	4%	8%	1	-14%	8	1%	-3%	3%
CCn1c(COc2ccc(Cl)cc2)nnc1SCc1nc2ccccc2[nH]1	-1%	?	-22	?	16	4%	9%	-13%
Cc1n[nH]c(=O)nc1NCCc1ccccc1	7%	4%	5	-8%	6	.	6%	4%
COc1ccc(S(=O)(=O)NC(CCSC)C(=O)NC2CCCCC2)cc1 (stereo not given)	.	1%	-6	4%	4	-1%	0%	2%
CCOCCCNc1nc2nc3ccc(C)cn3c(=O)c2cc1C(=O)NCC1CCCO1 (stereo not given)	-2%	-9%	0	27%	10	-1%	13%	-1%
O=C(COc1coc(CN2CCN(c3ccc(F)cc3)CC2)cc1=O)NCC1CCCO1 (stereo not given)	18%	8%	3	2%	19	8%	3%	10%
NC(=O)C1=C[C@@H](c2csc3ccccc23)C[C@@H](OCCCCO)O1	8%	7%	-2	5%	-10	1%	-4%	-5%

Compound	TDP-43 yeast inh	Abeta rescue	D3 ag	FUS yeast rescue	DRD3 antagonist	aSyn rescue	EPAC2 ag	EPAC2 antagonist
COCCn1c(SCC(=O)N2CCCC2)nc2c([nH]c3ccccc32)c1=O	5%	-16%	-5	12%	-8	1%	0%	-7%
Cc1ccc([C@@H]2CC=C(C(=O)O)[C@H](c3cccc(F)c3)N2S(=O)(=O)c2ccccc2C)cc1	17%	-11%	-7	-7%	-8	-6%	4%	3%
O=C(CNC(=O)c1cccc(F)c1)OCC(=O)N1CCCc2ccccc21	0%	0%	-9	.	?	1%	8%	-6%
CC(C)CCNC(=O)NC(=O)COC(=O)C1CCN(S(=O)(=O)c2ccccc2F)CC1	?	28%	-2	-5%	1	4%	-19%	6%
CCCOc1ccc(C2C(=O)N(C3CCC(C)CC3)CC(=O)N2CCC2=CCCCC2)cc1OC (stereo not given)	1%	-22%	-1	-5%	.	.	.	.
O=C(Nc1ccccc1OC(F)(F)F)c1ccc([N+](=O)[O-])cc1	-15%	?	-12	11%	-14	-9%	3%	-5%
CCC1CN(C(=O)Nc2cc(C)ccc2OC)c2cc(Cl)ccc2O1 (stereo not given)	0%	7%	4	4%	.	.	.	.
O=C(CSc1nccc(=O)[nH]1)N1CCN(c2ccccc2)CC1	-13%	-5%	-22	6%	?	-8%	6%	2%
COc1cccc(CN(C)CC(=O)Nc2ccccc2C(=O)Nc2ccccc2)c1OC	-18%	-1%	1	1%	14	4%	5%	-7%
O=C(Nc1ccncc1)c1ccc(NS(=O)(=O)c2ccc3[nH]c(=O)[nH]c3c2)cc1	-4%	7%	-10	.	-22	-6%	-3%	13%
c1ccc(N2CCOCCOCCOCCOCCOCC2)cc1	6%	19%	2	-3%	-11	-2%	11%	1%
CCCn1nnc(NC(=O)c2cccc(OCC)c2)n1	28%	0%	4	.	0	7%	4%	7%

Looked up above:
Value of COCCn1c(SCC(=O)N2CCCC2)nc2c([nH]c3ccccc32)c1=O in FUS yeast rescue: 12%
Value of c1ccc(N2CCOCCOCCOCCOCCOCC2)cc1 in EPAC2 antagonist: 1%

Later entries
Compound	TDP-43 yeast inh	Abeta rescue	D3 ag	FUS yeast rescue	DRD3 antagonist	aSyn rescue	EPAC2 ag	EPAC2 antagonist
OCCOCCn1c(C(CO)Nc2nc(-c3cccc(Br)c3)cs2)nc2ccccc21 (stereo not given)	-5%	7%	-14	32%	3	5%	11%	-27%
COCCNC(=O)c1nn(-c2cc(OC)cc(OC)c2)c(=O)c2ccccc12	0%	15%	4	5%	?	-8%	-2%	5%
Nc1c(N(CCO)C(=O)C2CCCCC2)c(=O)[nH]c(=O)n1Cc1ccccc1	-6%	18%	-11	32%	-2	-5%	-2%	-3%
COc1cccc(/C=N/NC(=O)c2[nH]c(C)c(C(=O)N/N=C/c3cccc(OC)c3O)c2C)c1O	1%	5%	-5	.	16	0%	-12%	16%
Cc1nn(C)c(C)c1N1C(=O)c2cccc3c(N)ccc(c23)C1=O	8%	-10%	2	.	17	-4%	100µM*	374%[activator]
CC1(C(=O)Nc2ccc(F)cc2F)CCN1C(=O)Cc1ccccc1 (stereo not given)	?	-1%	-8	-5%	-7	-2%	0%	5%
CCOc1ccc(CC(=O)Nc2ccc(-c3ccc4nnc(C)n4n3)cc2)cc1	-7%	16%	-3	34%	2	-4%	8%	-10%
CCOc1ccc(CCNC(=O)COC(=O)c2cc(=O)[nH]c3ccccc23)cc1OCC	-25%	-12%	1	5%	5	-2%	-6%	32%[activator]
CC(C)[C@H](NC(=O)OC(C)(C)C)c1cc(C(=O)N2CCOCC2)c(N)s1	-2%	-2%	-3	13%	2	2%	-11%	-7%
O=C(CCN1N=C(c2ccccc2)CCC1=O)NC1CCCC1	18%	-5%	0	-12%	4	7%	-5%	-9%
CC(C)NC(=O)Cn1cc(S(=O)(=O)N2CCCC2)c(S(=O)(=O)N2CCCC2)c1	-1%	16%	-6	-28%	6	-1%	5%	0%
Cc1csc(=O)n1CC(=O)OCC(=O)c1c(N)n(C)c(=O)n(C)c1=O	-18%	10%	6	6%	9	-6%	-2%	-3%

Compound	TDP-43 yeast inh	Abeta rescue	D3 ag	FUS yeast rescue	DRD3 antagonist	aSyn rescue	EPAC2 ag	EPAC2 antagonist
CC(C)(C)OC(=O)NNC(=O)C12CC3CC(CC(C3)C1)C2	-9%	7%	1	10%	18	2%	-6%	5%
Cc1ccc(S(=O)(=O)NCC2CCC(C(=O)NCc3cccs3)CC2)cc1 (stereo not given)	-5%	-5%	-1	0%	8	0%	-4%	11%
O=C(NCc1ccccc1OC(F)(F)F)C1CCC(=O)N(CCc2ccccn2)C1 (stereo not given)	24%	1%	6	-5%	6	0%	-7%	4%
CN1C(=O)N2CN(C3CCCCC3)CN3C(=O)N(C)C1C23 (stereo not given)	-13%	?	16	-4%	2	7%	-9%	3%
O=C(CC12CC3CC(C1)CC(CC(=O)N1CCCC1)(C3)C2)N1CCCC1	-16%	-2%	1	6%	28	3%	1%	1%
Cc1ccccc1Nc1nnc(SCC(=O)Nc2ccccc2[N+](=O)[O-])s1	16µM*	1%	-17	40%	-1	5%	11%	-9%
CC(C)(C)OC(=O)CNC(=O)c1nc[nH]c1C(=O)N1CCNCC1	8%	-15%	10	-7%	?	0%	2%	12%
CCC1(C)CC(c2nc(-c3ccc(OC)cc3)cs2)CCS1 (stereo not given)	-8%	-4%	7	?	1	-31%[inhibitor]	2%	3%
Cc1cc(C(=O)NCc2ccco2)cs1	-18%	-3%	-9	11%	-21	2%	-1%	4%
CC(=O)c1sc2nc(-c3ccc(C)cc3)c3c(c2c1N)CCCC3	11%	10%	52*	.	68	1%	1%	-20%
CCC(C)(C)NC(=O)c1ccc(S(=O)(=O)N2CCCCCC2)cc1	22%	2%	2	10%	-6	10%	9%	-3%
CN(C)CCCn1c2c(c(SCC(=O)Nc3nccs3)nc1=O)CCC2	21%	1%	2	11%	6	-1%	-3%	1%
CCCn1c(Cc2ccccc2)nnc1SC(C)C(=O)NC1CC1 (stereo not given)	24%	6%	3	-13%	15	-2%	7%	-2%
CCOc1ccc(CCNC(=O)COC(=O)CSc2ccccc2C)cc1OCC	21%	12%	7	.	-5	5%	5%	-4%
CCC(OC(=O)c1ccco1)C(=O)NCc1ccco1 (stereo not given)	-5%	-4%	-2	-15%	-23	-5%	1%	-1%

Source: PubChem (National Center for Advancing Translational Sciences (NCATS))
